AMA1-RON2 inh: AMA1-RON2 (P. falciparum) interaction inhibition; AlphaScreen AMA1-biotinylated RON2 peptide binding; Potency, µM (doses to about 58.2 µM), without a hit: at the top dose activity change, negative = inhibition, most hits filed as inhibitors; hit rate 0.2% among 360,000;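 further: potency means the concentration at half of the fitted maximal effect; 0% = vehicle wells and -100% = peptide control; nearly all actives have a fitted effect of over 45% in size; some results filed as inactive show a strong effect at the top dose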
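AMA1 (3D7) with his tag at 25 nM final met compounds first, then biotinylated RON2 peptide at 25 nM; detection used donor plus acceptor beads, 10 µg/mL apiece, read by AlphaScreen after 30 min at room temperature.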
HCV inh: HCV inhibition; Huh7.5.1 HCVcc-Cre infection, luciferase reporter, 44 h; hit rate 3.4% among 340,000; Potency, µM (doses to about 41.8 µM), for the others: at the top dose activity change, negative = inhibition, hits mostly inhibitors; AID 651820; further: potency means the concentration at half of the fitted maximal effect
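A cell-based infection assay in which seeded cells (1,000 per well) receive test compound after 4 h, are inoculated with HCVcc-Cre at approximately 0.5 moi, and are incubated 44 h before luminescence detection.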
HCMV inh: inhibitors of human cytomegalovirus | HFF cells, HCMV-luciferase reporter, 72 h; stronger effect = lower value | hit rate 4.5% among 410,000 | activity change, negative = inhibition, % at 57.5 µM | AID 1259415; in the data active means activity change below about -60%; inconclusive means no clear call, values can overlap the other calls; inactive means above about -39%
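Compounds were evaluated in HFFs infected with an HCMV luciferase reporter virus (MOI 1 PFU/cell). Luciferase in lysates collected 72 h post infection served as the replication measure.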
AmpC inh no detg: inhibitors of E. coli AmpC beta-lactamase without detergent. hit rate 0.52% among 330,000. AmpC nitrocefin hydrolysis, absorbance 480 nm, 0.0001% Triton. P00811. AID 485341. Potency, µM (doses to about 57.1 µM), inactives show at the highest dose activity change, negative = inhibition, hits mostly inhibitors;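 further: potency means the concentration at half of the fitted maximal effect; plate controls were no compound for no effect and no enzyme for full effect; nearly all actives have a fitted effect of over 20% in size; some results filed as inactive show a strong effect at the top dose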
Target sequence (P00811 whole entry, looked up): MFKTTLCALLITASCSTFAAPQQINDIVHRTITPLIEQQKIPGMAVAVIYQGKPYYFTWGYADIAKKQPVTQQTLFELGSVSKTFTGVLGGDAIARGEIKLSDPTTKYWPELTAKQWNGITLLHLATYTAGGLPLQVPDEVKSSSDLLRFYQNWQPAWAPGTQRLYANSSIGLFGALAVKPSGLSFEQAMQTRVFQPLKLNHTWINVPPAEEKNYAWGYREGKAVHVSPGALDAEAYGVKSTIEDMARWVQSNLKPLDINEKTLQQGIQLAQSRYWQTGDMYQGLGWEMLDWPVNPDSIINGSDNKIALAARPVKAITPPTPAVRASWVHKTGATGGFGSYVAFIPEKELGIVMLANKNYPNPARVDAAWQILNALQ
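20 mM phosphate pH 7.0 + 0.01% (detergent screen) or 0.0001% Triton X-100; 5.3 nM AmpC reagent; cpd preinc 15 min RT; nitrocefin (800 uM stock) to start; A480 q20 s × 4 min; Activity was normalised to no-enzyme and no-compound control wells.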
LmPK inh: inhibitors of Leishmania mexicana pyruvate kinase. hit rate 0.37% among 290,000. AID 1721. Potency, µM (top dose mostly 57.5 µM), without a hit: top-dose activity change, negative = inhibition, most hits filed as inhibitors. purified LmPK, Kinase-Glo ATP luminescence, 1 h. Q27686; further: potency means the concentration at half of the fitted maximal effect
Target sequence (Q27686 whole entry, looked up): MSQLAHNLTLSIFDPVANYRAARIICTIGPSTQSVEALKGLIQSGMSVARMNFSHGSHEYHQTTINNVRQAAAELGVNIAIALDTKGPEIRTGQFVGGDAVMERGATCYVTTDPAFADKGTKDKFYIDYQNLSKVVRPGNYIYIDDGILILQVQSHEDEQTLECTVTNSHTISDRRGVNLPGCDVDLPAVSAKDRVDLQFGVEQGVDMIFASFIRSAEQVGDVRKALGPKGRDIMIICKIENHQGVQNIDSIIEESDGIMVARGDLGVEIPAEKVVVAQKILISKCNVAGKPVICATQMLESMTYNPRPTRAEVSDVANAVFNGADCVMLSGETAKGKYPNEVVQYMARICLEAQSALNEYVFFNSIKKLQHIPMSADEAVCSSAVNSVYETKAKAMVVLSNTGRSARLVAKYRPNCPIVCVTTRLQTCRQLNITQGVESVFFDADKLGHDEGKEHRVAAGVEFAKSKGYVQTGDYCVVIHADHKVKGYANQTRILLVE
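0.1 nM LmPK, 0.5 mM PEP, 0.1 mM ADP; 50 mM imidazole pH 7.2, 7 mM MgCl2, 50 mM KCl; 1 h RT. Kinase-Glo luminescence readout, normalized to no-enzyme (full inhibition) and uninhibited wells.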
AmpC detergent: inhibitors of E. coli AmpC beta-lactamase with detergent. AmpC hydrolysis of nitrocefin, absorbance 480 nm, 0.01% Triton. Potency, µM (top dose mostly 114 µM), for the others: at the highest dose activity change, negative = inhibition, actives largely listed as inhibitors. hit rate 0.041% among 370,000;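 further: potency means the concentration at half of the fitted maximal effect; 0% = no-compound wells and -100% = no-enzyme wells; nearly all actives have a fitted effect of over 25% in size; some results filed as inactive show a strong effect at the top dose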
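AmpC (5.3 nM in the dispensed reagent) in 20 mM phosphate pH 7.0 with 0.01% (detergent screen) or 0.0001% Triton X-100 was preincubated with compounds for 15 min at room temperature. Nitrocefin was then added from an 800 uM solution, and hydrolysis was followed at 480 nm.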
TbPYK inhibitor: inhibitors of Trypanosoma brucei pyruvate kinase; Potency, µM (doses to about 76.8 µM), for the others: at the top dose activity, negative = inhibition, actives largely listed as inhibitors; hit rate 0.12% among 410,000; TbPYK enzyme, Kinase-Glo Plus ATP luminescence, 45 min; Q57TT1; further: potency means the concentration at half of the fitted maximal effect; nearly all actives have a fitted effect of over 50% in size
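Assay buffer: 50 mM TEA pH 7.2, 100 mM KCl, 10 mM MgCl2, 0.05% BSA, 0.01% Tween-20. Pyruvate kinase from T. brucei plus substrate met compound, then ADP (130 uM final). Luminescence was read post 45 min RT.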
Active calls of the source: *; ? = inconclusive; . = not tested or not shown; & = joins results of further samples; [ ] = remark or other dose. Unless noted, the call rests on the fitted dose curve; in most records, active means well fitted curve in the direction sought with a large enough effect; inconclusive means small, poorly fitted or top-dose-only effect, or another doubt; inactive means no such curve, though single readings can be large; an effect the other way counts as inactive or inconclusive. Unless noted, on the % scale 0 is the no-effect control and ±100 the full control effect.

SMILES	AMA1-RON2 inh	HCV inh	HCMV inh	AmpC inh no detg	LmPK inh	AmpC detergent	TbPYK inhibitor
CCCCC1CC(=O)NC1(C(=O)OCC)C(=O)OCC (stereo not drawn)	-13%	5%	-10	.	.	.	-1%
c1ccc2c(c1)OCCOCCOCCOCCOc1ccccc1OCCOCCOCCO2	-7%	?	?	123%[activator]	2%	-1%	-10%
CC(=O)c1ccc(NC(=O)CSc2nnc(C3CC3)n2C2CC2)cc1	20%	12%	-8	-6%	.	.	1%
CCNC(=O)C1(C)CCN(Cc2ccccc2-c2ccccc2)C1 (stereo not drawn)	-11%	.	-2	.	.	.	-2%
COc1ccc(NC(=O)N2CCN(CCC#N)CC2)cc1	20%	7%	36	-18%	2%	-10%	-5%
CC(C)(C)n1nnnc1C(c1ccc2ncccc2c1)N1CCSCC1 (stereo not drawn)	13%	-12%	-31	-38%	5%	2%	-8%
COc1ccc(-n2c(SCc3ccccc3F)nc3c([nH]c4ccccc43)c2=O)cc1OC	.	.	3	.	.	-9%	2%
Cc1cccc(N2C(=S)NC3c4cc(Cl)ccc4OC2(C)C3C(=O)N(C)C)c1 (stereo not drawn)	28%	1%	17	89%[activator]	1%	-1%	-7%
O=C(NC(=O)c1ccccc1)C1=C(N2CCCC2)COC1=O	-5%	-1%	15	3%	.	-2%	-1%
O=C(O)C(Oc1ccc2c(-c3ccccc3)cc(=O)oc2c1)c1ccccc1 (stereo not drawn)	1%	6%	-19	-28%	1%	1%	4%
Cc1ccc(/C=C2\SC(=S)N(CCC(=O)NCCCN3CCOCC3)C2=O)cc1	-5%	?	8	121%[activator]	1%	-8%	2%
Cc1ccc(S(=O)(=O)N2CCC(C(=O)OC(C)C(=O)NCc3ccccc3)CC2)cc1C (stereo not drawn)	3%	17%	-9	73%[activator]	1%	?	-6%
CNc1cncc(C(=O)O)c1	10%	10%	-33	-16%	5%	1%	-8%
CCn1c(SCC(=O)Nc2cccc(C)n2)nnc1-c1ccco1	9%	14%	?	-16%	0%	-5%	-8%
CCOCCCNC(=S)N1CCN(Cc2ccc3c(c2)OCO3)CC1	5%	-2%	19	36%	-1%	2%	0%
O=C(CN(C(=O)CCC(=O)Nc1nccs1)c1ccc2c(c1)OCO2)NCC1CCCO1 (stereo not drawn)	-2%	13%&5%	34	?	10%	0%	0%
Cc1ccc(N=C2SC(C(=O)O)CC(=O)N2C)cc1C (stereo not drawn)	-11%	9%	14	-9%	0%	2%	-2%
CC(=C/c1ccccc1)/C=N/n1cnnc1	-3%	9%	-33	1%	2%	?	.
COc1ccccc1NC(=O)NNC(=O)CCN1CCOCC1	21%	2%	-2	-16%	6%	5%	4%
O=C(CCC(=O)NNC(=O)Nc1ccc(Cl)cc1)NCc1ccccc1	56%[activator]	18%	-7	-22%	4%	0%	-8%

Next section, overlapping the part above by 6 compounds.
SMILES	AMA1-RON2 inh	HCV inh	HCMV inh	AmpC inh no detg	LmPK inh	AmpC detergent	TbPYK inhibitor
CCOCCCNC(=S)N1CCN(Cc2ccc3c(c2)OCO3)CC1	5%	-2%	19	36%	-1%	2%	0%
O=C(CN(C(=O)CCC(=O)Nc1nccs1)c1ccc2c(c1)OCO2)NCC1CCCO1 (stereo not drawn)	-2%	13%&5%	34	?	10%	0%	0%
Cc1ccc(N=C2SC(C(=O)O)CC(=O)N2C)cc1C (stereo not drawn)	-11%	9%	14	-9%	0%	2%	-2%
CC(=C/c1ccccc1)/C=N/n1cnnc1	-3%	9%	-33	1%	2%	?	.
COc1ccccc1NC(=O)NNC(=O)CCN1CCOCC1	21%	2%	-2	-16%	6%	5%	4%
O=C(CCC(=O)NNC(=O)Nc1ccc(Cl)cc1)NCc1ccccc1	56%[activator]	18%	-7	-22%	4%	0%	-8%
COc1ccccc1N1CCN(C2CCCN(C(=O)COc3ccccc3Cl)C2)CC1 (stereo not drawn)	-14%	-29%	3	174%[activator]	4%	-2%	-3%
COc1ccccc1OCC(=O)NC1CCCc2ccccc21 (stereo not drawn)	-3%	-5%	-9	-6%	5%	4%	4%
Cc1cc(C(=O)NCCCc2ccccc2)no1	6%	15%	46	-11%	-1%	?	3%
COC(=O)c1ccc(CSc2nnc(NC(=O)c3cc4c(s3)CCCC4)s2)cc1	31%[activator]	-7%	21	-31%	2%	0%	-7%
CC(C)(C)c1ccc(C(=O)Nc2ccc(Cl)cc2)cc1	8%	30%	24	-21%	2%	-8%	-13%
Cc1nc(C(=O)N2CCCC(Nc3ccc(C)c(C)c3)C2)cs1 (stereo not drawn)	9%	21%	17	3%	1%	1%	-11%
Cc1ccc(C)c(Cn2c(=O)n(Cc3ccccc3)c(=O)c3sc4ccccc4c32)c1	.	.	6	.	.	8%	0%
CCNC(=O)C1(C)CCN(C(=O)c2ccc(OC(F)F)cc2)C1 (stereo not drawn)	-9%	.	-30	.	.	.	-2%
COc1ccc(N(Cc2cc3cc(OC)ccc3[nH]c2=O)S(C)(=O)=O)cc1	-5%	-16%	66	42%	3%	6%	?
C/C=C/c1ccc(OCC(=O)OCC(=O)Nc2c(C)nn(-c3ccccc3)c2C)c(OC)c1	1%	4%	-16	171%[activator]	.	-18%	3%
O=C(NC(=S)NNC(=O)c1cc2ccccc2cc1O)c1ccco1	-4%	?	113	-46%	4%	-3%	-6%
O=C(NC12CC3CC(CC(C3)C1)C2)N1CCC(O)CC1	-5%	8%	27	-8%	1%	-12%	-1%
CC(C)N(CCNCC(O)COc1ccc(C(C)(C)c2ccccc2)cc1)C(C)C (stereo not drawn)	-2%	-19%	-24	126%[activator]	5%	2%	0%
O=C1CC2C(CCC23OCCO3)c2ccc3ccccc3c21 (stereo not drawn)	-7%	7%	61	.	.	.	-1%
COCCn1c(=N)c(C(=O)NC2CCCC2)cc2c(=O)n3cc(C)ccc3nc21	.	.	-26	.	.	5%	-3%
O=c1c(Cl)c(N2CCC3(CC2)OCCO3)cnn1C12CC3CC(CC(C3)C1)C2	3%	8%	-32	2%	5%	-5%	-4%
COc1ccccc1N1CCN(C(=O)C(C)CS(=O)(=O)c2ccc3c(c2)NC(=O)CS3)CC1 (stereo not drawn)	0%	3%	-20	19%	2%	3%	-2%
O=C(NNC(=O)c1ccccc1O)c1ccc(NS(=O)(=O)c2ccc(F)cc2)cc1	-5%	?	-18	-15%	.	5%	3%
COc1ccc(NC(=O)CSc2nc(SC)ns2)c(OC)c1	1%	?	31	-13%	-6%	4%	0%
Cc1ccc(Cn2ncc(C)c2N)o1	10%	?	-25	-12%	6%	7%	-5%
CCCc1cc(=O)[nH]c(SCc2csc(-c3ccccc3)n2)n1	-5%	11%	-3	-11%	1%	5%	-1%
COc1cc(C(=O)COC(=O)CNC(=O)C2CCCCC2)cc(OC)c1OC	-3%	28%	-6	2%	1%	-2%	-3%
COc1ccc(OC)c(C2C(C(=O)c3cc4ccccc4o3)=C(O)C(=O)N2c2cc(C)on2)c1 (stereo not drawn)	9%	-12%	-37	-42%	6%	?	-6%
N#CCC(=O)Nc1ccc(C(=O)OCC(=O)C23CC4CC(CC(C4)C2)C3)cc1	0%	13%	-38	-35%	.	0%	2%
COc1ccc([N+](=O)[O-])cc1C(=O)Nc1ccc(Cc2ccncc2)cc1	-2%	0%	-18	-3%	2%	-3%	1%
O=C(/C=C/c1ccc(F)cc1)NNC(=O)CCN1CCN(Cc2ccccc2)CC1	43%[activator]	0%	-96*	-1%	3%	6%	0%
Cc1cccc(CN2CCN(C3CN(Cc4cn(Cc5ccc(Cl)cc5)nn4)S(=O)(=O)C3)CC2)c1 (stereo not drawn)	-24%	.	-5	.	.	.	5%
CC[C@]12c3[nH]c4ccccc4c3CCN1C(=O)C(CC(=O)NCCCN(C)C)C[C@@H]2C(=O)N1CCN(C(=O)C2CC2)CC1 (stereo partly drawn)	9%	-45%	-2	27%	.	.	-14%
Oc1ccc(C[C@@H]2CNCCN2CCc2cccc3ccccc23)cc1	12%	?	14	33%	.	-14%	0%
COc1cc(CNc2ncnc3c2ncn3[C@H]2CN(Cc3ccc(Cl)cc3)C[C@@H](CO)O2)cc(OC)c1OC	-5%	.	50	.	.	.	1%
CCCCCC(O)(c1ccc(OC)cc1)C(CN1CCOCC1)c1ccccc1 (stereo not drawn)	-12%	?	-61*	222%[activator]	2%	2%	7%
O=C(Nc1ccc(-n2cnnn2)cc1)c1cn2ccccc2n1	-1%	9%	13	-10%	-1%	4%	0%
CCOC(=O)CCn1nnc(N)n1	4%	2%	0	-10%	2%	-6%	-9%
COc1cc(C(=O)NCC(c2cccnc2)N2CCc3ccccc3C2)cc(OC)c1OC (stereo not drawn)	.	.	23	.	.	1%	-4%
CCN(CC)C(=O)c1[nH]cnc1C(=O)NCc1ccc(CNC(=O)OC(C)(C)C)cc1	9%	-5%	6	-2%	.	-1%	-4%
COC(=O)c1ccc(-c2ccc(OC)c([C@H]3[C@H]4C=CC[C@@H](C)[C@@H]4C(=O)N3Cc3ccccc3)c2)cc1	?	19%	9	-32%	4%	-9%	2%

Full records, quoted from the list. Order of screens: AMA1-RON2 inh | HCV inh | HCMV inh | AmpC inh no detg | LmPK inh | AmpC detergent | TbPYK inhibitor
Shown for CCCc1cc(=O)[nH]c(SCc2csc(-c3ccccc3)n2)n1 = -5% | 11% | -3 | -11% | 1% | 5% | -1%
Shown for CC[C@]12c3[nH]c4ccccc4c3CCN1C(=O)C(CC(=O)NCCCN(C)C)C[C@@H]2C(=O)N1CCN(C(=O)C2CC2)CC1 (stereo partly drawn) = 9% | -45% | -2 | 27% | . | . | -14%
